GIRK2 activator = activators of NPY4-receptor-primed GIRK2 channels, summary, cell-based, HEK293, thallium flux | G protein-activated inward rectifier potassium channel 2 (Homo sapiens), P48051 | AID 1259324, 2017 | 34,000 tested, under 10 active | activation (% efficacy), % for hits at 37.5 µM | HEK293 GIRK2/NPY4 cells, thallium flux fluorescence;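 active = primary screen hit, no activity in plain HEK293 cells, and in GIRK2-only cells above 5% efficacy rising with concentration; inactive = the rest, including fluorescent compounds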;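 also: efficacy is normalized control-subtracted fluorescence 15 s after thallium addition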
Target sequence (P48051 whole entry, looked up): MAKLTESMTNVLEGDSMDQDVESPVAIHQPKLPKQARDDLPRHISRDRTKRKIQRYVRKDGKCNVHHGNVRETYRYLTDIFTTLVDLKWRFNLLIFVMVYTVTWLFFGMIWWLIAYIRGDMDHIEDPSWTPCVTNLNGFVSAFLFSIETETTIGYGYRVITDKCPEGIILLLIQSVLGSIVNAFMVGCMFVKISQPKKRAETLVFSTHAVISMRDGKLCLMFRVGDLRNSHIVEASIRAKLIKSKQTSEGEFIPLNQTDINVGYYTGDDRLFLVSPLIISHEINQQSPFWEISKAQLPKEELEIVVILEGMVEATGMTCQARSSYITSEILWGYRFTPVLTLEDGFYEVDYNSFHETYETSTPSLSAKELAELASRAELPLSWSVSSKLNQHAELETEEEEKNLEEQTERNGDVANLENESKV
Calls only. The list is partial (hit frequency here may not be typical).

Screening CCSc1ccccc1C(=O)Nc1ccc2c(c1)OCC(C)(C)C(=O)N2CC returned GIRK2 activator inactive.
Screening COc1ccc(C(=O)N(CCCn2ccnc2)c2nc3c(F)cccc3s2)cc1OC returned GIRK2 activator inactive.
Screening COc1ccccc1CNC(=O)C(=O)NCCN1CCOC(c2ccccc2)C1 (configuration not stated) returned GIRK2 activator inactive.
Screening CCCC(=O)Nc1cc(-c2cn3nc(OC)ccc3n2)ccc1Cl returned GIRK2 activator inactive.
COc1cccc(-c2noc(CSc3nc(-c4ccccc4)cc(=O)[nH]3)n2)c1OC was read as GIRK2 activator inactive.
`COC(=O)c1ccc2c(=O)n(CC(=O)NC3CCCCC3)c(=S)[nH]c2c1` gave GIRK2 activator inactive.
Screening Cc1cc(CN2CCC(CNC(=O)C(=O)Nc3cccnc3)CC2)c(C)o1 returned GIRK2 activator inactive.
O=C(c1ccco1)N1CCc2ccc(NS(=O)(=O)c3cccs3)cc21 was read as GIRK2 activator inactive.
`O=C(c1nc2ccccc2s1)N(Cc1ccsc1)C1CC1` gave GIRK2 activator inactive.
`COC(=O)NCC1CCN(C(=O)NC(C)(C)C)CC1` gave GIRK2 activator inactive.

Grouped by structure, the compounds so far with an aryl methoxy group
Screening COc1ccc(C(=O)N(CCCn2ccnc2)c2nc3c(F)cccc3s2)cc1OC returned GIRK2 activator inactive.
Screening COc1ccccc1CNC(=O)C(=O)NCCN1CCOC(c2ccccc2)C1 (configuration not stated) returned GIRK2 activator inactive.
Screening CCCC(=O)Nc1cc(-c2cn3nc(OC)ccc3n2)ccc1Cl returned GIRK2 activator inactive.
COc1cccc(-c2noc(CSc3nc(-c4ccccc4)cc(=O)[nH]3)n2)c1OC was read as GIRK2 activator inactive.

(listing goes on)
`Cc1nc(-c2cccs2)c(CCC(=O)N2CCC(C(N)=O)CC2)s1` gave GIRK2 activator inactive.
For COc1ccc(NC(=O)C(=O)NCCCN2CCOC(c3ccccc3)C2)cc1Cl (configuration not stated) the results were GIRK2 activator inactive.
For O=C(CCn1ccc(=O)[nH]c1=O)NC1CCCCC1N1C(=O)CSC1=O (configuration not stated) the results were GIRK2 activator inactive.
Screening O=C(Nc1ccc(F)cc1)N1CCC(CNS(=O)(=O)c2ccc3c(c2)OCCO3)CC1 returned GIRK2 activator inactive.
Screening O=C(NCc1ccccc1F)c1ccc2c(=O)n3c(nc2c1)SCC3 returned GIRK2 activator inactive.
Screening COc1ccc(CCNC(=O)N2CC(c3nc(-c4cccc(C(F)(F)F)c4)no3)C2)cc1 returned GIRK2 activator inactive.
For Cc1ccc(C(=O)NCC2CCN(c3ncccn3)CC2)cc1C the results were GIRK2 activator inactive.
Screening Cc1onc(-c2ccccc2Cl)c1C(=O)Nc1ccc(CC(=O)N(C)C)cc1 returned GIRK2 activator inactive.
Screening Cc1ccc(S(=O)(=O)N2CCC(C(=O)Nc3nc(-c4cccs4)cs3)CC2)cc1 returned GIRK2 activator inactive.
Screening CCOc1nn(CC)cc1-c1nnc(SCC(=O)Nc2c(C)cc(C)cc2C)n1C returned GIRK2 activator inactive.
For O=C(Cc1cccs1)NCC(O)(c1ccco1)C1CC1 (configuration not stated) the results were GIRK2 activator inactive.
Screening Cc1ccc(NC(=O)c2ccc(=O)n(CC(=O)NCc3ccccc3)n2)cc1 returned GIRK2 activator inactive.
For c1ccc(-c2cnc(-c3ccccc3)cn2)cc1 the results were GIRK2 activator inactive.
COc1ccc(OC)c2sc(N(Cc3ccncc3)C(=O)c3ccc(Cl)s3)nc12 was read as GIRK2 activator inactive.
Screening COc1cc(N2CCN(S(C)(=O)=O)CC2)nc(OC)n1 returned GIRK2 activator inactive.
For COc1ccc(OC)c(Nc2nc(CC(=O)Nc3ccc4c(c3)OCCO4)cs2)c1 the results were GIRK2 activator inactive.
For CCCc1ccc(C(=O)NCC(O)(c2ccccc2)C(F)(F)F)cc1 (configuration not stated) the results were GIRK2 activator inactive.
O=C(c1ccccc1)N1CCN(c2nccn2-c2ccccc2F)CC1 was read as GIRK2 activator inactive.
For Cc1ccccc1-c1ccc(N2CCC(C(=O)NCc3ccc4c(c3)OCO4)CC2)nn1 the results were GIRK2 activator inactive.
For CCOc1ccc(C(=O)Nc2ccc(OC)c(N3CCCCC3=O)c2)cc1OCC the results were GIRK2 activator inactive.
Screening CCC(C(=O)Nn1cnc2c(cnn2-c2ccccc2)c1=O)c1ccccc1 (configuration not stated) returned GIRK2 activator inactive.
CCCNC(=O)Cn1nc2c(c1NC(=O)CCc1ccc(OC)cc1)CSC2 was read as GIRK2 activator inactive.
Screening CC(C)Cc1cnc2c(c1SCCC1OCCO1)c(=O)n(C)c(=O)n2C returned GIRK2 activator inactive.
`O=[N+]([O-])c1ccccc1OCC(O)CN1CCN(c2cccc(Cl)c2)CC1` (configuration not stated) gave GIRK2 activator inactive.
`COc1ccc(-c2cc(=O)n(CC(=O)N(C)C3CCCCC3)cn2)cc1` gave GIRK2 activator inactive.
Screening Cc1cc(NC(=O)c2cccc([N+](=O)[O-])c2)n(-c2nc(-c3ccccc3)cs2)n1 returned GIRK2 activator inactive.
For Cc1cc(C)c(S(=O)(=O)NCC(O)(c2ccco2)C2CC2)cc1C (configuration not stated) the results were GIRK2 activator inactive.
Screening Cc1cccc(CC(=O)NCC(O)Cc2ccccc2)c1 (configuration not stated) returned GIRK2 activator inactive.
For CCC(=O)Nc1ccc(SCC(=O)Nc2cc(C(F)(F)F)ccc2OC)nn1 the results were GIRK2 activator inactive.
Screening COc1ccc(/C=C2\Oc3c(ccc4c3CN(C3CC3)CO4)C2=O)c(OC)c1OC returned GIRK2 activator inactive.
For CNC(=O)C1Cc2ccccc2N1S(=O)(=O)c1ccc(C)cc1C (configuration not stated) the results were GIRK2 activator inactive.
Screening COc1nn(C)cc1C(=O)NCC1CCN(C(=O)/C=C/c2ccco2)CC1 returned GIRK2 activator inactive.
Cc1ccc(-c2ncc(C#N)c(=O)n2CC(=O)N(C)c2ccccc2)cc1 was read as GIRK2 activator inactive.
Cc1cc(NC(=O)C(=O)NCC(c2ccco2)N(C)C)no1 (configuration not stated) was read as GIRK2 activator inactive.
Screening CC(=O)CC1(O)C(=O)N(CCCOc2ccccc2C)c2ccccc21 (configuration not stated) returned GIRK2 activator inactive.
`CC(CCc1ccccc1)NC(=O)C1CN(C(=O)c2cccs2)C1` (configuration not stated) gave GIRK2 activator inactive.
For CS(=O)(=O)N1CCC(C(=O)Nc2cccc(Br)c2)CC1 the results were GIRK2 activator inactive.
`COc1cccc(NC(=O)NCCNC(=O)c2ccc(NC(C)=O)cc2)c1OC` gave GIRK2 activator inactive.
`CCn1nc(C(=O)N(CC2CCCO2)c2nc3c(F)cc(F)cc3s2)cc1C` (configuration not stated) gave GIRK2 activator inactive.
COc1ccc(-c2cc(CC(=O)Nc3ccccc3F)no2)cc1 was read as GIRK2 activator inactive.
COC(=O)c1scc(-c2ccc(C)cc2)c1S(=O)(=O)Nc1ccc(F)cc1C was read as GIRK2 activator inactive.
`COc1ccc(CCNS(=O)(=O)CCCOc2ccc3c(c2)OCO3)cc1` gave GIRK2 activator inactive.
For CCc1ccc(Oc2cc(N3CCC(C(=O)NC(C)c4ccc(OC)c(OC)c4)CC3)ncn2)cc1 (configuration not stated) the results were GIRK2 activator inactive.
Screening O=C(CN1C(=O)c2ccccc2S1(=O)=O)Nc1ccccc1S returned GIRK2 activator inactive.
Screening CCOC(=O)c1ccc(NC(=O)Cn2nc(SC)c(S(=O)(=O)c3ccc(C)cc3)c2N)cc1 returned GIRK2 activator inactive.
C=CCNc1nc(=S)[nH]c2ccccc12 was read as GIRK2 activator inactive.
For COc1cccc(-c2nnc3ccc(OCCNS(=O)(=O)Cc4ccccc4)nn23)c1 the results were GIRK2 activator inactive.
For CN1CCC(CNC(=O)C(=O)Nc2ccc(F)cc2F)CC1 the results were GIRK2 activator inactive.
Screening CCc1nn2c(NCCOCCO)cc(C)nc2c1-c1ccccc1 returned GIRK2 activator inactive.
`Cc1ccc(S(=O)(=O)CCCC(=O)Nc2cccc([N+](=O)[O-])c2)cc1` gave GIRK2 activator inactive.

A draw from above in order of molecular weight, falling:
Screening CCc1nn2c(NCCOCCO)cc(C)nc2c1-c1ccccc1 returned GIRK2 activator inactive.
For CN1CCC(CNC(=O)C(=O)Nc2ccc(F)cc2F)CC1 the results were GIRK2 activator inactive.
Cc1cc(NC(=O)C(=O)NCC(c2ccco2)N(C)C)no1 (configuration not stated) was read as GIRK2 activator inactive.

Further compounds:
Screening O=C(CSc1ccc(NC(=O)c2cccs2)nn1)NCCc1ccccc1 returned GIRK2 activator inactive.
Screening COc1ccc2sc(=NC(=O)c3ccno3)n(CCSC)c2c1 returned GIRK2 activator inactive.
For COc1ccc(Cc2nnc(C3CCN(C(=O)c4ccc(=O)[nH]c4)CC3)s2)cc1 the results were GIRK2 activator inactive.
`O=C(Cc1csc(NC(=O)c2ccc[nH]c2=O)n1)NCCCc1ccccc1` gave GIRK2 activator inactive.
For CCOCCCNC(=O)C(=O)Nc1c2c(nn1-c1ccc(Cl)cc1)CSC2 the results were GIRK2 activator inactive.
Cc1ccc(N(CC(=O)OC(C)(C)C)S(=O)(=O)c2ccc3nnc(C)n3c2)cc1 was read as GIRK2 activator inactive.
Screening COc1ccc(S(=O)(=O)Nc2cccc(C(=O)Nc3sc4c(c3C(N)=O)CCCCC4)c2)cc1 returned GIRK2 activator inactive.
Screening O=S(=O)(CCc1ccccc1)NCC1CCN(C2CCCC2)CC1 returned GIRK2 activator inactive.
CCCn1c(=O)c2sc(N3CCCC3)nc2n(CC(=O)Nc2c(C)cc(C)cc2C)c1=O was read as GIRK2 activator inactive.
Screening COc1ccc2nc(NC(=O)C3CCCCN3S(C)(=O)=O)sc2c1 (configuration not stated) returned GIRK2 activator inactive.

Structural class: the entries above with a CF3 group (three)
Screening COc1ccc(CCNC(=O)N2CC(c3nc(-c4cccc(C(F)(F)F)c4)no3)C2)cc1 returned GIRK2 activator inactive.
For CCCc1ccc(C(=O)NCC(O)(c2ccccc2)C(F)(F)F)cc1 (configuration not stated) the results were GIRK2 activator inactive.
For CCC(=O)Nc1ccc(SCC(=O)Nc2cc(C(F)(F)F)ccc2OC)nn1 the results were GIRK2 activator inactive.

(list continues)
For Cc1nn2c(=O)c(C(=O)O)cnc2s1 the results were GIRK2 activator inactive.
`COc1cccc(C(=O)NCCCn2nc(-c3ccco3)ccc2=O)c1OC` gave GIRK2 activator inactive.
For CCCOc1ccc(S(=O)(=O)NCC2CCN(CCOC)CC2)cc1 the results were GIRK2 activator inactive.
Screening CS(=O)(=O)N1CCC(CNC(=O)C(=O)NCc2ccccc2Cl)CC1 returned GIRK2 activator inactive.
Screening CC(C)NC(=O)c1nnn(-c2ccc(Cl)cc2)c1C(C)C returned GIRK2 activator inactive.
Screening CCOc1cccc2sc(N3CCN(C(=O)c4ccno4)CC3)nc12 returned GIRK2 activator inactive.
Screening O=C(NCCn1ncc2c(N3CCCCC3)ncnc21)c1cccs1 returned GIRK2 activator inactive.
CNc1nn(CC(=O)Nc2cc(Cl)ccc2OC)c(N)c1-c1nc(-c2ccc(C)cc2)no1 was read as GIRK2 activator inactive.
O=C(CCc1csc(NC(=O)c2cccs2)n1)Nc1nc2ccccc2s1 was read as GIRK2 activator inactive.
For COc1ccc(OCCCN2C(=O)C3(OCCCO3)c3cccc(C)c32)cc1 the results were GIRK2 activator inactive.
For CCOc1ccccc1NC(=O)C(=O)NCC1CCN(Cc2cccs2)CC1 the results were GIRK2 activator inactive.
Cc1ccc(NC(=O)C2CCC(C)(C(=O)O)C2(C)C)cc1C (configuration not stated) was read as GIRK2 activator inactive.
For Cc1cc(C)cc(Nc2nc(NC3CCCCC3)nc(N3CCOCC3)n2)c1 the results were GIRK2 activator inactive.
Screening COc1cccc(NC(=O)NCC(c2ccco2)N2CCc3ccccc3C2)c1OC (configuration not stated) returned GIRK2 activator inactive.
For CCCCCNC(=O)c1cc(-c2cccc(OC)c2)nc2c1c(C)nn2C1CCS(=O)(=O)C1 (configuration not stated) the results were GIRK2 activator inactive.
Screening O=C(Nc1cc(-c2ccco2)nn1CCO)C1(c2ccccc2)CCOCC1 returned GIRK2 activator inactive.
`O=C(CSc1nc(=O)n(CC2CCCO2)c2c1CCC2)Nc1ccc(F)c([N+](=O)[O-])c1` (configuration not stated) gave GIRK2 activator inactive.
Screening COc1ccc(S(=O)(=O)NCCOc2ccc(-c3ccccc3)nn2)cc1OC returned GIRK2 activator inactive.
Screening CCOC(=O)Nc1nc(CC(=O)Nc2cccc(OC)c2)cs1 returned GIRK2 activator inactive.
For CCCn1c(=O)c2c(nc3oc(-c4ccccc4)cn32)n(C)c1=O the results were GIRK2 activator inactive.
CCCCN(C(=O)c1cc(Cl)ccc1Cl)C1CCS(=O)(=O)C1 (configuration not stated) was read as GIRK2 activator inactive.
For COc1ccc(CNC(=O)c2nn(-c3ccc(F)cc3)cc2OC)cc1 the results were GIRK2 activator inactive.
`O=C(Cn1nc(-c2ccc(Cl)cc2)ccc1=O)Nc1ccc2c(c1)OCCO2` gave GIRK2 activator inactive.
`COc1ccc(-c2ccc(N3CCN(S(=O)(=O)c4ccc(F)c(C)c4)CC3)nn2)cc1` gave GIRK2 activator inactive.
`O=C(Cc1cc(-c2cc3ccccc3o2)on1)N1CCc2ccccc2C1` gave GIRK2 activator inactive.
For COc1ccc(-c2cc(C(=O)O)c3[nH]c(C)nc3n2)cc1OC the results were GIRK2 activator inactive.
Cc1nnc(NC(=O)CSc2ccc(NC(=O)c3ccco3)nn2)s1 was read as GIRK2 activator inactive.
CC(=O)c1cccc(NC(=O)C2CCN(S(C)(=O)=O)CC2)c1 was read as GIRK2 activator inactive.
For CCN(C(=O)Cn1cnc(-c2ccc(F)cc2)cc1=O)c1ccccc1 the results were GIRK2 activator inactive.
For COc1ccc(Cl)cc1S(=O)(=O)N(Cc1ccsc1)C1CC1 the results were GIRK2 activator inactive.
For CC(O)(CNC(=O)C(=O)NCC(F)(F)F)c1ccccc1 (configuration not stated) the results were GIRK2 activator inactive.
`CCOc1cccc2sc(N(Cc3cccnc3)C(=O)c3ccnn3C)nc12` gave GIRK2 activator inactive.
